Source: PubChem BioAssay (NCI)
NCI-60 one-dose screen, 48 h, at 10 µM unless noted. Numbers give growth in % (100 = growth as untreated, 0 = no growth, -100 = all killed).
CAKI-1: CAKI-1 renal cancer. 75,000 tested, 4.7% active
NCI-H460: NCI-H460 lung cancer; 82,000 tested, 6.8% active
TK-10: TK-10 renal cancer cells; 81,000 tested, 3.9% active
NCI-H322M: NCI-H322M lung cancer; 80,000 tested, 2.7% active
UO-31: UO-31 renal cancer. AID 1794768. 81,000 tested, 5.2% active
786-0: 786-0 renal cancer cells. 81,000 tested, 5.1% active. AID 1794775
NCI-H522: NCI-H522 lung cancer; 78,000 tested, 8% active; AID 1794739
ACHN: ACHN renal cancer. 81,000 tested, 4.9% active. AID 1794771
RXF 393: RXF 393 renal cancer cells; 77,000 tested, 6.9% active; AID 1794773
Active calls of the source: *; nt = no result given; & = joins results of further samples. Rule for the calls: active = growth percent below 10; inactive = the rest. Rows were taken by chance; 11% or so of the library scored in one or more.

SMILES	CAKI-1	NCI-H460	TK-10	NCI-H322M	UO-31	786-0	NCI-H522	ACHN	RXF 393
COc1ccc(-c2cc(NC(=O)Nc3ccc(C)cc3)no2)cc1	95	99	94	83	95	102	90	102	111
O=C(Oc1cccnc1)c1sccc1Nc1ccnc(C(F)(F)F)c1	93	100	103	115	94	105	61	109	108
CCN1CCN(c2nc(NNC(=O)c3cccc(OC)c3)nc(N3CCN(C(c4ccccc4)c4ccccc4)CC3)n2)CC1	42	-9.8*	80	90	27	73	97	56	56
COCCCNc1nc2ccccc2c2c(=O)c3cc(OC)ccc3sc12	92	98	102	84	73	100	83	95	95
CCCC(O)C(CC)NC(Cc1ccccc1)c1ccccc1 (stereo not drawn)	90	98	98	91	84	88	78	105	100
CCCCc1nc(Cl)c(CO)n1Cc1ccc(-c2ccccc2-c2nn[nH]n2)cc1	90	108	108	97	82	106	93	107	105
Clc1ccc2nc(O[C@@H]3CCOC3)c(-c3nn[nH]n3)c(-c3ccccc3)c2c1	95	105	94	105	86	100	90	102	108
COC(=O)c1c(C(=O)OC)c2ccc3c4ccccc4ccc3n2c1C(=O)OC	107	111	103	101	88	100	100	109	75
CCCc1cc(=O)[nH]c(-n2nc(N)cc2N)n1	98	110	99	84	79	89	88	105	115
COc1ccc(C2CC(c3cccc(OCCCCOc4cccc(C5=NN(C(C)=O)C(c6ccc(OC)cc6)C5)c4)c3)=NN2C(C)=O)cc1 (stereo not drawn)	54	67	79	91	55	86	53	67	95
C=C(C)[C@@H]1CC[C@]2(C=O)CC[C@]3(C)[C@H](CC[C@@H]4[C@@]5(C)CCC(=O)NC(C)(C)[C@@H]5CC[C@]43C)[C@@H]12	96	107	111	100	93	98	91	96	120
N#CC1=CC2CN(Cc3ccccc3)C1C1C(=O)N(c3ccccc3)C(=O)C21 (stereo not drawn)	101	101	96	nt	75	102	106	103	103
CCO/C=N/C1=C(C#N)C(c2ccc(OC)cc2)c2sc3c(CC)cccc3c2O1 (stereo not drawn)	50	9.2*	69	42	48	49	19	47	-21*
COC(=O)c1c2c(c(C)[n+]([O-])c1C)C(=O)C(NCc1ccc(F)c(F)c1)=CC2=O	43	4.7*	86	13	59	48	22	22	32
COC(=O)C1=CC(=O)N2CCN=C2S1	92	104	115	104	83	103	94	102	110

Later entries
SMILES	CAKI-1	NCI-H460	TK-10	NCI-H322M	UO-31	786-0	NCI-H522	ACHN	RXF 393
CN(C)c1ccc(/C=C2\C(=O)Nc3ccc(Cl)cc32)s1	53	85	116	73	46	104	69	58	88
CC/C=C\C/C=C/C=C1/C(=O)C=C[C@@H]1C/C=C\CCCC(=O)OC	30	76	32	96	28	-15*	-32*	14	33
CCCCCCCCCCCCCCCCNC(=O)Nc1ccc(Cl)cc1	93	100	107	105	81	97	96	100	112
CC/C(=C(/c1ccc(O)cc1)c1ccc(OCCN(C)C(=O)COCCNC(=O)c2ccc3c(c2)CN([C@@H]2CCC(=O)NC2=O)C3=O)cc1)c1ccccc1	99	117	102	99	90	100	92	105	103
O=C1c2ccccc2C2/C(=C(Br)\C=C\Cc3ccc4c(c3)OCO4)CCCN12 (stereo not drawn)	92	101	117	96	77	88	85	95	nt
O=CN1CCN(C=O)C(O)C1O (stereo not drawn)	107	117	99	114	94	104	88	108	96
O=C1CCC(NNC(=S)Nc2ccc(Cl)cc2)N1 (stereo not drawn)	98	105	101	102	94	103	95	104	115
CC(=O)O[C@H]1CC[C@]2(C)C3=C(C(=O)C[C@H]2C1(C)C)[C@]1(C)CC[C@H]([C@H](C)CCC(=O)O)[C@@]1(C)CC3=O	nt	90	98	105	92	107	82	103	110
C[C@H](NC(=O)[C@@H]1CCCN1C)[C@H](Oc1ccc2c(cnn2-c2ccc(F)cc2)c1)c1ccc2c(c1)OCCO2	55	68	98	87	53	79	77	89	58
CCOC(=O)c1cnc2cc(Cl)c(F)cc2c1Nc1cccc(S(=O)(=O)NC)c1	88	112	112	100	82	97	86	97	95
Cc1cc(F)ccc1S(=O)(=O)Nc1ccc(-c2cnc(N)[nH]2)cc1	81	100	94	94	85	109	79	96	99
O=[N+]([O-])c1ccc(Cc2nc3ccccc3s2)cc1	100	103	124	103	69	110	86	104	113
NC(=S)N/N=C/CCC/C=N/NC(N)=S	94	106	116	109	100	102	93	97	111
c1ccc2c(c1)CN(CCCN1CCOCC1)C2	87	103	95	100	93	102	98	100	117
CCN(CCO)CCCOc1ccc2c(Nc3cc(CC(=O)Nc4cccc(F)c4)[nH]n3)ncnc2c1	35	23	32	14	50	66	23	49	86

(more compounds)
SMILES	CAKI-1	NCI-H460	TK-10	NCI-H322M	UO-31	786-0	NCI-H522	ACHN	RXF 393
COc1ccc(SC2c3cc(OC)ccc3Oc3nc(N)c(C#N)c(N)c32)cc1 (stereo not drawn)	79	74	110	83	40	75	78	76	62
Cc1ccc(S(=O)(=O)NNC(=O)c2ccccc2N)cc1	113	115	103	99	78	104	97	101	121
COc1ccc(-c2cc(-c3c(C)oc4c(OC)c5occc5c(OC)c4c3=O)[nH]c(=O)c2C#N)cc1OC	59	73	75	70	44	75	69	60	67
O=[N+]([O-])c1ccc(NS(=O)(=O)c2ccc(Cl)c(Cl)c2)cc1	65	78	94	111	70	76	nt	94	93
CC(c1ccc(-n2cccn2)cc1)c1cnc(N2CCc3ccc(C(N)=O)cc3C2)s1 (stereo not drawn)	nt	74	69	87	52	66	41	nt	82
NC(N)=Nc1nc2ccccc2[nH]1	104	110	79	93	77	103	92	105	108
O=C1C=CN2CC=C[C@H]2[C@H]1O	95	108	106	106	nt	95	nt	98	nt
O=S(=O)(c1ccc(F)cc1)c1nc(-c2ccccc2)oc1SCc1ccc(F)cc1	62	83	84	105	58	78	60	78	88
CC(NC(=O)C(C)Oc1ccc(Cl)cc1Cl)C(=O)O (stereo not drawn)	101	101	125	122	78	98	84	109	120
C[N+]1=C(/C=C\C=C\c2ccccc2)C(C)(C)c2ccccc21	38	43	50	81	39	34	-3.1*	44	38
c1coc([C@@H]2C[C@@H]3Cc4ccc5ccccc5c4N2O3)c1	85	117	89	106	75	103	87	107	94
CCC(\C=N/N=C(N)/C(N)=N/N=C\C(CC)CC)CC	95	107	102	109	84	108	102	100	115
COc1cc(C2CC(c3ccc4c(c3)OCO4)=NN2c2ccccc2)cc(OC)c1OC (stereo not drawn)	75	103	112	nt	nt	96	73	nt	106
COc1c(O)c(OC)c(Br)c(Br)c1Br	108	109	98	133	89	104	86	109	112
Nc1nc(Nc2ccccc2O)nc(C(Cl)(Cl)Cl)n1	86	100	109	95	89	101	87	106	107

Next part:
SMILES	CAKI-1	NCI-H460	TK-10	NCI-H322M	UO-31	786-0	NCI-H522	ACHN	RXF 393
CC(C)CCSC(=N)N	104	109	94	106	90	96	78	102	123
CCOCc1nc2ccccc2c(=O)[nH]1	nt	101	102	100	93	103	91	105	117
CCCCN1C(=O)/C(=c2\sc3n(c2=O)C2C(NN=3)N(CC)C(=O)N2CC)c2cccc(C)c21 (stereo not drawn)	35	19	83	53	55	63	39	47	12
CCCCCCCCCCCC(=O)OCCCC	99	108	101	101	85	104	99	101	107
CS(=O)(=O)Nc1ccc(-c2ccc3c(c2)ncn3-c2ccc(NC(=O)Nc3ccc(Br)cc3)cc2)cc1	2.1*	3.0*	26	15	2.6*	-14*	-23*	4.1*	-17*
Cc1nnc(SCC2=C(C(=O)O)N3C(=O)[C@@H](NC(=O)Cn4cnnn4)[C@H]3SC2)s1	91	113	nt	105	83	107	91	95	106
O=C1c2ccccc2C(=O)N1N(c1ccccc1)c1ccccc1	93	110	nt	128	94	110	103	93	101
CC(C)NCC(C)(C)[N+](=O)[O-]	97	104	95	93	86	99	nt	107	110
FC(F)(F)c1nn[nH]n1	97	117	111	111	99	107	102	109	104
N#CC1=C(c2cccs2)Nc2c(c(-c3ccccc3)nn2-c2ccccc2)C12C(=O)Nc1ccc(Br)cc12 (stereo not drawn)	9.6*	-47*	12	27	6.4*	-23*	-12*	-11*	-40*
Nc1nc(N)c2c(ccc3c2ccn3Cc2cccc([N+](=O)[O-])c2)n1	-96*	-89*	-92*	-91*	-95*	-90*	-84*	-97*	-84*
CCC1(c2ccccc2)C(=O)Nc2ccc(C)cc21 (stereo not drawn)	93	103	90	nt	90	106	87	98	101
COc1cc(-c2csc(Nc3cc(NCCCN4CCN(C)CC4)nc(C)n3)n2)cc(OC)c1OC	87	103	81	97	85	55	45	108	81
COc1ccc(-c2cc(-c3ccc(Nc4nc(Nc5ccc(Cl)cc5)nc(Nc5ccc(Cl)cc5)n4)cc3)nc(N)c2C#N)cc1	44	58	-67*	113	-47*	42	83	-60*	-32*
C(=N\OCCc1ccccc1)/c1ccccn1	100&105	111&103	89&93	105&138	98&109	97&97	102&112	107&110	119&116

The listing continues.
SMILES	CAKI-1	NCI-H460	TK-10	NCI-H322M	UO-31	786-0	NCI-H522	ACHN	RXF 393
COc1ccc(Cc2nnc(SCC(=O)c3ccc(C)cc3)n2-c2ccccc2)cc1	94	102	105	96	86	102	77	110	103
COc1ccc(OC)c(Cn2cc3c(c2-c2ccccc2)CCCc2cnoc2-3)c1	85	99	119	112	87	100	94	107	100
N#Cc1c(-c2ccc(Cl)cc2)nc(SCC(=O)Nc2nc(-c3ccccc3)cs2)[nH]c1=O	92	89	121	90	60	97	82	95	108
CCOC(=O)Oc1ccc([N+](=O)[O-])c(C=O)c1	103	114	130	117	85	105	94	109	103
COc1cccc(Cn2c(-c3cncs3)nc3ccccc32)c1	98	101	96	103	82	106	92	92	100
C[C@@H]1[C@@H]2[C@H]3CC[C@@H]4[C@@]5(C)C/C(=C/c6ccco6)C(=O)C(C)(C)[C@@H]5CC[C@@]4(C)[C@]3(C)CC[C@]23CO[C@]1(C)[C@@H](C(=O)/C=C\c1ccco1)C3	89	103	108	101	76	102	80	93	110
CC(C)OC(=O)c1ccc2n1CCc1cnc(NC3CCCC3)nc1-2	94	109	104	104	116	103	92	108	115
O=C(NCc1ccccn1)C(O)C(Cc1ccccc1)N(Cc1ccccc1)Cc1ccccc1 (stereo not drawn)	55	71	99	88	63	68	60	77	72

Given with values under each structure: 8 of the compounds above.
Below each SMILES – CAKI-1	NCI-H460	TK-10	NCI-H322M	UO-31	786-0	NCI-H522	ACHN	RXF 393
- COc1ccc(Cc2nnc(SCC(=O)c3ccc(C)cc3)n2-c2ccccc2)cc1
  94	102	105	96	86	102	77	110	103
- COc1ccc(OC)c(Cn2cc3c(c2-c2ccccc2)CCCc2cnoc2-3)c1
  85	99	119	112	87	100	94	107	100
- N#Cc1c(-c2ccc(Cl)cc2)nc(SCC(=O)Nc2nc(-c3ccccc3)cs2)[nH]c1=O
  92	89	121	90	60	97	82	95	108
- CCOC(=O)Oc1ccc([N+](=O)[O-])c(C=O)c1
  103	114	130	117	85	105	94	109	103
- COc1cccc(Cn2c(-c3cncs3)nc3ccccc32)c1
  98	101	96	103	82	106	92	92	100
- C[C@@H]1[C@@H]2[C@H]3CC[C@@H]4[C@@]5(C)C/C(=C/c6ccco6)C(=O)C(C)(C)[C@@H]5CC[C@@]4(C)[C@]3(C)CC[C@]23CO[C@]1(C)[C@@H](C(=O)/C=C\c1ccco1)C3
  89	103	108	101	76	102	80	93	110
- CC(C)OC(=O)c1ccc2n1CCc1cnc(NC3CCCC3)nc1-2
  94	109	104	104	116	103	92	108	115
- O=C(NCc1ccccn1)C(O)C(Cc1ccccc1)N(Cc1ccccc1)Cc1ccccc1 (stereo not drawn)
  55	71	99	88	63	68	60	77	72
